Compound activity from PubChem.
Wnt bcat act: activators of Wnt/beta-catenin signaling | Wnt/beta-catenin reporter cell assay, activator, plate reader | activation, % at 9.35 µM | 1.2% of 300,000 active | AID 743398; in the data active = activation above about 30%, passing the limit was not always enough; inconclusive = no clear call, values can overlap the other calls;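 note: 0% = neutral control wells and 100% = positive control wells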
dFosB act: mouse delta FosB homodimer activation | activation, % at 25 µM | P13346 | purified delta FosB, TAMRA-CDK5 oligo fluorescence polarization; percent of positive-control signal above neutral wells | 0.99% of 340,000 active;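 active = mean activation above about 17%, with every replicate also reaching it, limit read from the data, passing the limit was not always enough; inconclusive = only one of the two conditions met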;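 note: fluorescence polarization rise as delta FosB binds a TAMRA Cdk5 AP-1 oligo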
Tat export inh: E. coli Tat transport inhibition; inhibition, % at 10 µM; 0.036% of 340,000 active; AID 488895; E. coli MC4100 TorA-mCherry Tat export, fluorescence;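 active = mean replicate inhibition at least 50% and at least half of replicates individually reaching 50%; inconclusive = only one of the two criteria met; inactive = neither criterion met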;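 note: exported cargo escapes ClpAP degradation while cytoplasmic cargo is degraded and loses fluorescence; 0% = median of neutral control wells and 100% = median of NaSCN control wells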
Rtt109 HAT inh: C. albicans Rtt109 histone acetyltransferase inhibition. Q5AAJ8. purified Rtt109/Vps75, ThioGlo CoA-SH fluorescence, 4 h. inhibition, % at 34.9 µM. 0.16% of 330,000 active. AID 540336;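 active = inhibition of at least 50% in every replicate; inconclusive = best replicate reaches 50% inhibition but some replicates fall short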
Target sequence (Q5AAJ8 whole entry, looked up): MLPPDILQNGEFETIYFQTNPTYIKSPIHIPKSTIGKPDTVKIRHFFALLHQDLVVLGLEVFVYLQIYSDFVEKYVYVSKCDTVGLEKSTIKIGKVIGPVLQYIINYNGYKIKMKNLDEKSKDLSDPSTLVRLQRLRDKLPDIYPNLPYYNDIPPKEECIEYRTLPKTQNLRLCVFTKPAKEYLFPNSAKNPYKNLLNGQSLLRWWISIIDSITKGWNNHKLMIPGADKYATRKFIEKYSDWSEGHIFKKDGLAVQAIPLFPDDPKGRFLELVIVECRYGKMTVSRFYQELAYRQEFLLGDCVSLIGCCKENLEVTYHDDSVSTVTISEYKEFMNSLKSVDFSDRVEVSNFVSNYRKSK
CAL PDZ FP-1: blocks peptide binding to human CAL PDZ domain; purified CAL PDZ, TMR-peptide fluorescence polarization, 1 h; inhibition, % at 20 µM; 0.02% of 330,000 active; AID 504414;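 active = highest replicate inhibition of at least 40%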;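 note: plate controls were DMSO neutral control wells for no effect and unlabeled competitor peptide control wells for full effect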
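Assay system – tagged CAL PDZ protein CerCALP, purified · Timing – 1 h at RT · Compound – single point, 20 µM · Measured by – fluorescence polarization from S- and P-plane intensities, G-factor corrected · Evaluation – inhibition from polarization loss · Probe or stimulus – TMR reporter peptide T*-PRC34 · Buffer or medium – pH 7.4 phosphate-saline buffer, reducing agent, detergent, IgG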
CAL PDZ FP-2: CAL PDZ (human) peptide binding inhibition; purified CAL PDZ, TMR-peptide fluorescence polarization, 1 h; inhibition, % at 24.9 µM; 0.92% of 300,000 active; AID 602252;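 active = mean inhibition of at least 30% with at least half of replicates also reaching 30%; inconclusive = no clear call, values can overlap the other calls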;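 note: 0% = DMSO neutral control and 100% = excess unlabeled competitor peptide PRC23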
MITF TRPM1 HTS: MITF TRPM1 promoter activation in melanoma cells | SK-MEL-5 TRPM1-promoter luciferase, 24 h; % of positive control, neutral wells = 0 | activation, % at 12.5 µM | 0.75% of 300,000 active | AID 588334;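 active = mean activation of at least 80% with every replicate also reaching 80%; inconclusive = mean reaches 80% but some replicate falls short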;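 note: 0% = neutral control wells and 100% = parthenolide positive control wells; values of inactives mirror those of a sister screen read the other way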
RTF Ca sens act: cardiac RTF calcium sensitization | 0.24% of 340,000 active | activation, % at 7.2 µM | P19429+P45379 | IANBD-labeled TnC RTF fluorescence at EC20 calcium; 0% EC20 calcium, 100% full calcium;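 active = activation above the mean over all tested compounds plus 3 SD, cut at about 30% in these data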;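 note: rise in fluorescence read as greater calcium sensitivity of cardiac thin filaments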
CDK5 inh: CDK5/p35 (human) kinase inhibition; AID 488839; inhibition, % at 10 µM; Recombinant CDK5/p35, ADP-Glo luminescence, 60 min; Q00535+Q15078; 0.01% of 330,000 active;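 active = highest replicate inhibition of at least 50% and at least 75% of replicates reaching 50%; inconclusive = only one of the two criteria met; inactive = both criteria failed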;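 note: plate controls were DMSO neutral control for no effect and GW8510 at 10 µM for full effect; many of its hits are not listed in these tables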
Target sequence (Q00535 whole entry, looked up): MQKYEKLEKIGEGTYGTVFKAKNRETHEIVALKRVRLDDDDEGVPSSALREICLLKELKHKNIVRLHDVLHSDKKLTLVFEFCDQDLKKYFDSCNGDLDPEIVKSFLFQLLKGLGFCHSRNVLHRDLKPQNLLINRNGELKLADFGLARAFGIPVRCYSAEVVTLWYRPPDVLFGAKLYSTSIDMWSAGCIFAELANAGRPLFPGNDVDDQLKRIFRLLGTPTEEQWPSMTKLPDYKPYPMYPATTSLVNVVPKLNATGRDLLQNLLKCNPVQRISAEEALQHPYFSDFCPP
Target sequence (Q15078 whole entry, looked up): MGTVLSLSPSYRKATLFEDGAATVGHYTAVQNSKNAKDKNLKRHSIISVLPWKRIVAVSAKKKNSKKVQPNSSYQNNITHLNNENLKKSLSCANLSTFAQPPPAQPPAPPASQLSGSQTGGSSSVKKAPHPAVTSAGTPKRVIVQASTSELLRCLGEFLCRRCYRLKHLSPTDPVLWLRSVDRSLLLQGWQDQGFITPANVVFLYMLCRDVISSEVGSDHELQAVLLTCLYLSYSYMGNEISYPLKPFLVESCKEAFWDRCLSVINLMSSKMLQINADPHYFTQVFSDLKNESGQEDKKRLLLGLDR
V-ATPase pH: regulators of yeast V-ATPase proton transport | S. cerevisiae, pHLuorin cytosolic pH fluorescence | response, % at 10 µM | 0.37% of 350,000 active | AID 504577; in the data active = response mostly above about 7.3%, no sharp cut-off; inactive = mostly below about 5.4%; note: actives read high; inactives centre near 0; some compounds called inactive have numbers as strong as hits; reference of the scale not given here
Numbers without * were called inactive; ? = inconclusive; · = no result given.

SMILES	Wnt bcat act	dFosB act	Tat export inh	Rtt109 HAT inh	CAL PDZ FP-1	CAL PDZ FP-2	MITF TRPM1 HTS	RTF Ca sens act	CDK5 inh	V-ATPase pH
Cc1ccc(-c2nc(CS(=O)CC(=O)NCc3ccc4c(c3)OCO4)c(C)o2)cc1 (stereo not given)	·	-13	0	-3	0.0	·	-9	-1	0.3	-6
Cc1cccc(-n2ncc3c(NCCCO)ncnc32)c1	40*	-8	-3	-7	-1.1	·	65	2	-0.3	-3
COc1cccc(N(C(C)=O)c2nc(C)cc(C)c2C#N)c1	-2	-1	1	10	-0.2	-1	·	-1	0.4	-3
CC(=O)N(C(C)=O)S(=O)(=O)c1ccc(N=NN2CCOCC2)cc1	-1	-3	0	5	-1.0	-1	-8	1	-1.9	1
COc1ccc(CCN(C)C(=O)c2ccc(S(=O)(=O)Nc3ccccc3F)cc2)cc1OC	-3	-2	-12	15	-0.8	-1	2	2	2.0	1
COC(=O)C(Cc1ccccc1)NC(=O)CCNC(=O)c1ccco1 (stereo not given)	-1	-3	-6	1	-0.4	·	2	-3	-0.7	1
Cn1c2c(c(=O)n(C)c1=O)C(c1ccccc1F)C(C#N)=C(N)O2 (stereo not given)	0	-7	0	17	0.1	-1	·	3	-0.1	6
Cc1ccc(NC(=O)CSc2nnc(-c3cccnc3)n2-c2ccc(C)cc2)cc1	-1	-2	-5	1	-1.0	-2	-7	5	3.4	1
O=c1[nH]nc(CNc2ccc(O)cc2)c2ccccc12	0	-24	-7	0	-3.7	-4	11	4	1.6	3
Cc1cccc(Nc2ccccc2C(=O)OCC(=O)N(C)C2CCS(=O)(=O)C2)c1C (stereo not given)	·	4	13	4	0.0	18	-4	1	-0.3	-2
Cc1cccc(NCN2C(=O)c3ccncc3C2=O)n1	-1	-1	5	-11	-0.8	·	-1	-1	0.8	-4
CCOc1ccc(Br)cc1S(=O)(=O)Nc1cccc(S(=O)(=O)NC2=NCCC2)c1	-3	-5	-1	-10	-0.6	0	1	-2	0.3	9
CC(/C=C1\SC(=S)N(CCC(=O)Nc2ccc(O)cc2)C1=O)=C\c1ccccc1	-7	23*	2	5	-2.7	2	-8	-1	0.4	-1
C#CCNC(=O)C1=C[C@@H](C2CC2)C[C@@H](OCc2ccc(CO)cc2)O1	-4	-5	-4	-3	-0.3	-2	-7	4	3.4	2
CN1C(=O)C(Cl)(Cl)C(=O)c2ccccc21	·	2	-16	?	-0.4	3	-6	-5	2.6	0
C/C(=N\NC(=O)CC#N)c1ccc(Oc2ccccc2)cc1	18	-1	-3	0	0.4	·	18	-2	1.1	2
COc1ccccc1CN(C)CC(=O)NC(=O)NC1CCCCC1	-3	-4	-1	-9	0.1	·	12	-1	-0.1	0
Cn1c(CSc2nc3ccccc3s2)nnc1SCC(=O)NCCN1CCOCC1	·	-3	-7	5	0.0	1	-24	5	0.4	-3
Cc1nc(NC(=O)/C=C/c2ccccc2)sc1C(=O)Nc1ccccc1	·	-10	-8	-2	-3.5	0	·	4	-0.9	-5
COc1ccc(S(=O)(=O)N2CCN=C2SCc2cccnc2)cc1	1	-7	1	·	-0.5	-5	2	-4	-1.0	-5
Cn1nccc1NC(=O)CC(CC(=O)O)c1ccccc1 (stereo not given)	-1	0	0	-6	0.4	-1	-19	8	2.0	-4
CC1CCC(C(C)C)C(OCC(O)CNC(C)C)C1 (stereo not given)	-1	-7	0	14	-2.2	-2	-7	2	1.3	-3
CCSc1nnc(NC(=O)c2nc3nc(C)cc(C)n3n2)s1	-2	-2	5	-2	-0.4	2	2	-2	0.9	4
NC(=S)NNC(=O)COc1ccccc1O	-2	0	1	2	-2.1	1	-9	-4	-0.6	1
CCCN1C(=O)SC(CC(=O)Nc2ccc(C)cc2)C1=O (stereo not given)	·	1	-13	0	·	1	-4	3	1.8	1

(more compounds)
SMILES	Wnt bcat act	dFosB act	Tat export inh	Rtt109 HAT inh	CAL PDZ FP-1	CAL PDZ FP-2	MITF TRPM1 HTS	RTF Ca sens act	CDK5 inh	V-ATPase pH
CC(C)C(=O)NC(=S)Nc1ccccc1N1CCN(C(=O)c2ccccc2)CC1	1	-12	-8	0	-1.0	-5	7	4	-1.9	2
CCN(CC)CCCNC(=O)c1ccc(N2CCCCC2)c(NS(=O)(=O)c2ccc(C)cc2)c1	-1	-10	-2	-4	-2.5	-4	1	-3	0.0	-1
Cc1cccc(S(=O)(=O)Nc2cccc(-c3cn4ccsc4n3)c2)c1	·	0	-7	0	·	-3	8	-4	1.5	-1
c1csc(COc2ccccc2CNC2CCCCC2)c1	17	-10	-2	5	-2.6	-1	6	14	-2.9	3
O=C(NC1(C(F)(F)F)C(=O)Nc2c1c(=O)[nH]c(=O)n2-c1ccc(F)cc1)c1cccnc1 (stereo not given)	·	7	6	-12	-0.2	·	3	1	0.0	-2
CC(C)Nc1nc(-c2ccncc2)nc(-c2ccc(Cl)cc2)c1C#N	-1	-5	-4	3	-0.3	1	18	·	0.9	0
C/C(=N\NC(=O)c1ccc(Cn2cc(Br)cn2)o1)c1cccc(NC(=O)C(C)C)c1	·	-12	-1	-4	-1.1	-2	-9	10	-1.2	-1
C=CCNC(=O)COC(=O)c1nc2nccc(C)n2n1	-1	2	-14	13	-0.6	·	-2	-1	-0.1	-1
Cc1ccc(CN2C(=O)N/C(=C\c3cccn3-c3cccc(C(=O)O)c3)C2=O)cc1	0	-10	-1	15	-2.4	-4	0	0	-3.4	-2
Cc1ccc(C)c(NC(=O)NNC(=O)c2cc3occc3[nH]2)c1	-1	6	0	11	-1.2	5	1	-4	1.2	-2
CCOc1cc2nc(-c3ccc(OC)c(OC)c3)nc(NCCCN3CCOCC3)c2cc1OC	3	1	1	21	-6.7	-2	·	3	-0.4	3
CCOc1ccc(-c2ccc(NS(=O)(=O)c3cc([N+](=O)[O-])c(C)c([N+](=O)[O-])c3)cc2)nn1	-3	-5	7	2	-2.2	-2	-4	-7	-1.8	2
O=C(NCc1ccccc1F)C1CC(=O)N(c2ccc3c(c2)OCCO3)C1 (stereo not given)	0	-9	2	5	-1.7	-5	8	-4	-0.7	10
COc1ccc(CC(=O)Nc2ccc(C)cc2O)cc1S(=O)(=O)N1CCOCC1	0	-5	14	4	-1.3	1	-26	-10	-0.3	-1
Cc1cc(-n2nc(C)cc2C)n2nc(C)c(-c3ccc(Cl)cc3)c2n1	·	-7	2	-2	-1.6	-2	-2	-2	1.3	9
O=C1/C(=C/c2cccs2)SC(=S)N1CC(=O)N1CCCCC1CCO (stereo not given)	-1	-8	4	8	-2.1	-8	·	-1	-0.2	1
CCN(CC(=O)Nc1ccc(NC(C)=O)cc1)C(=O)c1ccccc1Sc1ccccc1C#N	-1	-2	-4	-1	-2.0	·	-6	1	0.5	2
Cc1cc(C)cc(N(CC(=O)N2CCc3ccccc32)S(=O)(=O)c2c(C)noc2C)c1	-1	-2	-1	15	1.4	·	-4	-5	-0.4	5
COc1ccc(Cl)cc1C(=O)NC(=S)Nc1ccccc1N1CCOCC1	-1	-4	-2	-6	-1.7	-2	-35	-9	-1.1	1
O=C(/C=C/c1ccc([N+](=O)[O-])s1)N1CCCC1	2	0	3	4	0.1	·	-84	2	-3.0	-3
O=C1CCc2cc(S(=O)(=O)NC3CCCCC3)ccc2N1	1	1	-4	-3	0.6	·	8	27	-0.2	7
COc1cccc2c(N/N=C/c3ccccc3)cc(C)nc12	7	1	5	6	17	-1	-3	-5	0.9	2
CCCN1CNc2c(c(=O)[nH]c(=S)n2CCc2ccc(OC)c(OC)c2)C1	0	-3	-1	0	-1.1	1	-7	2	1.3	1
COc1ccc(N(C)C(=O)Cc2c(C(=O)O)[nH]c3ccccc23)cc1	-8	-2	-15	-3	0.4	2	-4	0	-0.6	4
CN(c1cccc(Cl)c1)S(=O)(=O)c1cccc(C(=O)NN2CCOCC2)c1	1	-1	-8	-8	-0.3	-4	13	-3	-0.7	2

Exported comma-delimited: part of the list above.
mol,Wnt bcat act,dFosB act,Tat export inh,Rtt109 HAT inh,CAL PDZ FP-1,CAL PDZ FP-2,MITF TRPM1 HTS,RTF Ca sens act,CDK5 inh,V-ATPase pH
O=C(/C=C/c1ccc([N+](=O)[O-])s1)N1CCCC1,2,0,3,4,0.1,·,-84,2,-3.0,-3
O=C1CCc2cc(S(=O)(=O)NC3CCCCC3)ccc2N1,1,1,-4,-3,0.6,·,8,27,-0.2,7

(listing goes on)
SMILES	Wnt bcat act	dFosB act	Tat export inh	Rtt109 HAT inh	CAL PDZ FP-1	CAL PDZ FP-2	MITF TRPM1 HTS	RTF Ca sens act	CDK5 inh	V-ATPase pH
CCOC(=O)[C@H]1[C@H]2COc3ccc(Br)cc3[C@H]2N2C(=O)CN(Cc3ccc(Cl)cc3)C(=O)[C@@]12C	-10	-8	-7	9	0.1	-2	-8	-8	-0.5	-4
O=C(Nc1cc([N+](=O)[O-])ccc1N1CCOCC1)c1cccs1	-1	-6	-1	-12	-0.4	-3	-11	-2	-3.8	3
FC(F)(F)c1cc(-c2ccc(Cl)cc2)nc2ncnn12	-4	-2	-1	-7	-1.5	0	1	-2	0.7	1
CCOC(=O)N1CCN(c2ncnc3c2[nH]c2ccc(OC)cc23)CC1	-1	-6	-11	0	-1.4	-3	-8	0	0.2	-2
c1ccn2c(SCc3ccc4c(c3)OCCO4)nnc2c1	3	-2	-8	-8	-0.2	·	66	-2	0.6	-3
CCCn1c(=S)[nH]c2cc(OC)c(OC)cc2c1=O	-2	-2	10	-3	-3.5	-2	-7	-3	2.2	2
CCn1c(SCc2cccc(C)c2)nnc1-c1ccc(C)cc1	·	-6	0	7	-1.1	-3	10	-1	-3.8	3
Cc1cccc(NS(=O)(=O)c2nnc(NC(=O)c3ccc(C)c(C)c3)s2)c1	-1	-9	7	-3	-0.9	·	0	-3	-0.4	1
COC(=O)c1ccsc1-n1cc(C#N)c(=O)n(C)c1=O	-1	0	-13	·	-0.3	-4	-1	1	1.6	1
Cc1ccc(NC(=S)NC2CC3CCCC(C2)N3Cc2cccs2)cc1 (stereo not given)	-2	-7	-3	4	-2.9	-2	-11	2	2.0	-1
Cc1cc(C(=O)CSc2nc3ccccc3c(=O)n2C)c(C)n1Cc1ccc2c(c1)OCO2	-6	-5	-13	1	-1.5	8	-34	-2	0.4	1
OCCC1CN(Cc2nc(-c3ccc(F)cc3)cs2)CCN1CCc1ccccc1 (stereo not given)	-1	-10	-1	0	-0.4	5	-15	-1	2.4	3
Cc1ccc(SCC(=O)Nc2ccc3c(c2)C(=O)NC3=O)cc1	·	2	-4	-2	-0.8	-10	13	·	-0.7	-2
Nc1ncnc2c1ncn2[C@H]1C[C@H](O)[C@@H](CO)O1	1	1	-1	-6	0.3	-4	12	-2	-0.1	-1
CCOc1ccccc1C(=O)Nc1cccc2cccnc12	2	-8	4	9	0.6	-1	·	-6	-0.4	-4
CC(=O)c1cccc(NC(=O)c2ccc3c(=O)n4c(nc3c2)CCCCC4)c1	0	-12	-6	-13	-0.8	13	18	-1	-0.2	-1
CCN1C(=O)[C@H]2[C@H]3CN=C(SC)N3[C@@](CC)(C(=O)OC)[C@H]2C1=O	-2	2	-4	-1	-1.6	-1	1	-5	-1.1	3
